# Screening results as filed in PubChem.
# KCNQ1 inh – inhibitors of human KCNQ1 potassium channel; CHO-K1 KCNQ1, FluxOR thallium flux fluorescence; hits give high values; AID 2642; B-score at 10 µM; 310,000 tested, 1.3% active;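 active = compounds whose thallium flux B-score, printed positive for inhibition, exceeds three library SD while starting fluorescence stays within three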;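 note: channel opened by potassium depolarization with thallium stimulus after 20 min compound exposure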
# KCNK3 inh – human KCNK3 channel inhibition, primary screen | O14649 | CHO-KCNK3 thallium flux, FluxOR fluorescence; hits give low values | B-score at 10 µM | 340,000 tested, 0.84% active | AID 602410;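 active = B-score under library mean minus 4 SD, starting fluorescence ratio at most library mean plus 5 SD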;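 note: more negative B-score means stronger inhibition of thallium flux through KCNK3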
# ANO1 block – inhibitors of mouse TMEM16A calcium-activated chloride channel. HEK293 TMEM16A/YFP iodide influx fluorescence, ionomycin. 310,000 tested, 1.2% active. Q8BHY3. normalized B-score (activity score, 25-100; higher = stronger inhibition) at 10 µM;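 active = ratio plate-corrected score three or more library SD toward inhibition, starting fluorescence score within five deviations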;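 note: score derived from kinetic fluorescence span divided by baseline fluorescence per well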
# Target sequence (Q8BHY3 whole entry, looked up): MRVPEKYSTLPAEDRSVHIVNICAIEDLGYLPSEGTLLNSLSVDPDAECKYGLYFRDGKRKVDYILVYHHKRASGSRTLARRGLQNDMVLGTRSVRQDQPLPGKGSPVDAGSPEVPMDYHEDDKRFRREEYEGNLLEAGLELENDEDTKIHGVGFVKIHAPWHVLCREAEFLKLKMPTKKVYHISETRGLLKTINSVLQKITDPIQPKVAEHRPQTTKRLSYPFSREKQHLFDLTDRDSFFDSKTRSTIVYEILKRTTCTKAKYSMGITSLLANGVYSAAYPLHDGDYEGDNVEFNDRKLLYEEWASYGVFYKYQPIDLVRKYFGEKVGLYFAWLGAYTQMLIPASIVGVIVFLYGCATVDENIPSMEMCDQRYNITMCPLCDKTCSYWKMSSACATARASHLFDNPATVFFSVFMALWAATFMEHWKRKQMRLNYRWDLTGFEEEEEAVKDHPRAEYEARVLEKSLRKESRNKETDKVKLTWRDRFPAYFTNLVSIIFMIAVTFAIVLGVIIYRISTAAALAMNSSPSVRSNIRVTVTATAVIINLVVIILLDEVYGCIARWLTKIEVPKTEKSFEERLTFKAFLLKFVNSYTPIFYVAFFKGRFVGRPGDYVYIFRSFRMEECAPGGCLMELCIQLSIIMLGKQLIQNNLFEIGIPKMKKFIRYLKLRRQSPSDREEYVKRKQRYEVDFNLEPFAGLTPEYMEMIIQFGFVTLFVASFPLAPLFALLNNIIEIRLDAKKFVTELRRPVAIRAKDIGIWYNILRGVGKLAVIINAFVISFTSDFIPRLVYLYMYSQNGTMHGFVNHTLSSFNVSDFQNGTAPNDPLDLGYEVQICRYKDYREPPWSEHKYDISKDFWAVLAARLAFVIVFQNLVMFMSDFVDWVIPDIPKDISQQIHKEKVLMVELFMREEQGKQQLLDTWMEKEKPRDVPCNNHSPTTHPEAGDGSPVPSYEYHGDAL
# RGS4 pot – potentiators or activators of RGS4; HEK293 M3R/inducible RGS4, carbachol calcium flux Fluo4; hits give low values; B-score at 10 µM; 310,000 tested, 0.92% active; AID 463111;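 active = B-score of the integrated calcium signal more than 4 SD below the library mean, with starting fluorescence not abnormally high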;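 note: negative B-score means reduced calcium response which marks RGS4 activation or potentiation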
#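 System – HEK293 FlpIn-TREx cells, stable M3R, doxycycline-inducible RGS4 · Reagent – ECmax carbachol challenge · Times – compound preincubation 20 min at room temperature before agonist · Technique – Fluo4 fluorescence kinetic imaging of calcium · Measure – B score of integrated Fluo4 ratio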
# KCNK9 block – human KCNK9 channel inhibition. AID 488922. HEK293 KCNK9, FluxOR thallium flux fluorescence; hits give low values. 310,000 tested, 1.2% active. Q9NPC2. B-score at 10 µM;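 active = ratio B-score over 3 SD below the library mean, with starting fluorescence within 5 SD of its mean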;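 note: negative B-score means less thallium flux so channel inhibition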
# MrgX1 agonist – human MrgX1 receptor agonism, primary screen | MrgX1-HEK293 cells, Fluo-4 calcium fluorescence, agonist mode; hits give high values | B-score at 10 µM | 310,000 tested, 0.44% active;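 active = calcium response B-score plate-corrected fluorescence ratio at least 3 library SD, with starting fluorescence B-score inside 5 SD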
#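 Test system: HEK293 cells stably expressing human MrgX1 receptor; amount: 15,000 cells per well; doses: compound delivered in addition one of three; times: overnight plating before 1 h dye loading; detection: Fluo-4 NW calcium-flux fluorescence, kinetic read; read-out basis: B-scored fluorescence response ratio; controls: positive and negative controls per plate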
# MrgX1 allo act – allosterically activates human MrgX1 receptor signaling; Q96LB2; MrgX1-HEK293, Fluo-4 calcium flux, FDSS; hits give high values; B-score at 10 µM; 310,000 tested, 0.63% active;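 active = plate-corrected calcium response at least 3 library SD above typical, normal starting fluorescence, not activating the receptor alone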;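 note: compound read alongside a low EC10 to EC30 dose of BAM8-22 agonist; peak minus trough fluorescence over baseline measured at the second addition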
# hERG rescue – hERG (human) protection from proarrhythmic block. Q12809. 310,000 tested, 0.51% active. CHO-hERG, FluxOR thallium flux, dofetilide IC70 present. AID 1511. activation (rescue from dofetilide block), less the hit threshold, % at 10 µM;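 active = activation above the mean of controls blocked by dofetilide plus 5 SD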;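 note: thallium influx through hERG after potassium depolarization seen as dye fluorescence rise; in these data hits start at about 4.7%; inactives centre near -7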
# RGS4 inh – inhibitors of human RGS4 | HEK293 M3R/RGS4 inducible, Fluo-4 calcium flux; hits give high values; triggered by carbachol at its EC20 | B-score at 10 µM | 310,000 tested, 0.45% active | AID 463165;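 active = B-score, a plate-corrected calcium signal, over three deviations above library mean, with baseline fluorescence within five deviations of library mean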;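 note: RGS4 expression induced by doxycycline in cells with stable M3 receptor; B-score is computed from the integrated fluorescence ratio over baseline after carbachol; higher B-score means a larger calcium signal and so more RGS4 inhibition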
# KCNQ1 pot – potentiators or activators of human KCNQ1 potassium channel; P51787; B-score at 10 µM; AID 2648; CHO-K1 KCNQ1, thallium flux FluxOR fluorescence; hits give high values; 310,000 tested, 0.35% active;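 active = fluorescence ratio B-score, a plate-corrected score, at least three library SD, with initial intensity B-score within 5 SD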
#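 Material: CHO-K1 cells stably expressing KCNQ1. Medium: assay buffer for compound exposure, DMSO matched across wells. Reagent: K+/Tl+ depolarizing stimulus. Compound dosing: single-concentration screen. Times: 37 °C overnight plating, 90-min dark dye load, 20-min compound pretreatment. Technique: FluxOR Tl+ flux fluorescence.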
# TMEM16A act – activators or potentiators of mouse TMEM16A chloride channel; Q8BHY3; HEK293 TMEM16A/YFP-H148Q/I152L, iodide quench fluorescence; hits give low values; B-score at 10 µM; 340,000 tested, 0.3% active;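 active = fluorescence-ratio B-score plate-corrected deviation score at least 3 library SD below zero, with starting fluorescence score within 5 deviations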;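 note: channel opened by trigger with iodide after compound preincubation; score built on the fluorescence ratio of max minus min over baseline; more negative score means more quench and so TMEM16A activation or potentiation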
# Starred values were filed as active, the others as inactive; i = inactive; nt = not tested or not shown.
SMILES,KCNQ1 inh,KCNK3 inh,ANO1 block,RGS4 pot,KCNK9 block,MrgX1 agonist,MrgX1 allo act,hERG rescue,RGS4 inh,KCNQ1 pot,TMEM16A act
Cc1ccccc1NC(=O)CN1C(=O)S/C(=C\c2cccn2-c2cccc(C(=O)O)c2)C1=O,i,i,i,i,i,i,i,0,i,i,i
O=C(CCC1(C(=O)O)CCC(=O)NC1)NCc1ccccc1 (configuration not stated),i,i,i,i,i,i,i,-5,i,i,i
CN(C)C(/C=C/Nc1ccccc1F)=C(C#N)C#N,i,i,i,i,i,i,i,-7,i,i,i
O=C(Nc1cccc(-c2cn3c(n2)SCC3)c1)c1ccc2ccccc2n1,i,i,i,i,i,i,i,-24,i,i,i
COc1ccc(CCNC(=O)CN(c2cccc([N+](=O)[O-])c2)S(C)(=O)=O)cc1,i,i,i,i,i,i,i,-22,i,i,i
CC(C)Oc1ccc(CSc2ncn[nH]2)cc1,i,i,i,i,i,i,i,-5,i,i,i
O=c1[nH]c(CN2CCN(c3ccccc3Cl)CC2)nc2ccsc12,i,i,i,i,i,i,i,-3,i,i,i
COc1ccc(/C=N/NC(=O)c2cc(-c3ccccc3OC)nc3ccccc23)cc1COC(C)=O,i,-11*,i,i,i,i,i,-10,i,i,i
CSCCCNC(=S)N1CCc2ccccc2C1,i,i,i,i,i,i,i,-6,i,i,i
O=C(O)CC(=O)Nc1ccc(Oc2ccc(C(F)(F)F)cn2)c(Cl)c1,i,i,i,i,i,i,i,-11,i,i,i
Cn1nnc2ccccc2c1=O,i,i,i,i,i,i,i,-5,i,i,i
CCCC(c1nnnn1C(C)(C)CC)N1CCN(C(=O)c2ccco2)CC1 (configuration not stated),i,i,i,i,i,i,i,-4,i,i,i
O=C(CSc1ncn[nH]1)Nc1cccc(S(=O)(=O)N2CCCCCC2)c1,i,i,i,i,i,i,i,-7,i,i,i
COc1ccccc1C(C[N+](=O)[O-])c1c[nH]c2ccccc12 (configuration not stated),i,i,i,i,i,i,i,-1,i,i,i
Cc1ccnc(NC(=O)CCC(=O)N(CC(=O)NC(C)(C)C)C2CCCC2)c1,i,i,i,i,i,i,i,-8,i,i,i
CC(=O)c1cccc(NC(=O)c2cccc(N3C(=O)c4ccccc4C3=O)c2)c1,i,i,i,i,i,i,i,-6,i,i,i
COc1ccc(N2CC(C(=O)Nc3nnc(SCC(=O)NCC4CCCO4)s3)CC2=O)cc1 (configuration not stated),i,i,i,i,i,i,i,-7,i,i,i
CNC(=S)N1CCN(S(=O)(=O)c2ccc3ccccc3c2)CC1,i,i,i,i,i,i,i,-12,i,i,i
Cc1ccc(NC(=O)c2c(C)noc2-c2snnc2C)cc1,i,i,i,i,i,i,i,-6,i,i,i
CCN1C(=O)CSc2ccc(C(=O)OC)cc21,i,i,i,i,i,i,i,-5,i,i,i
COc1cccc2c1C(=O)O/C2=C/c1ccc2c(c1)OCO2,i,i,i,i,i,i,i,-9,i,i,i
O=C(NCC(=O)N1CCc2ccccc2C1)c1ccccc1Cl,i,i,i,i,i,i,i,-4,i,i,i
O=C(NC(=S)NC1CC1)c1cccnc1,i,i,i,i,i,i,i,-8,i,i,i
Cc1cccc(OCC(=O)Nc2cc(C)on2)c1,i,i,i,i,i,i,i,-11,i,i,i
O=C(O)c1cc(/C=C/C(=O)c2cc(F)ccc2O)c2c(c1)COCO2,nt,i,i,nt,nt,i,i,nt,nt,nt,i
Cc1noc(C)c1CSCC(=O)Nc1cc(S(=O)(=O)N2CCOCC2)ccc1OC(C)C,i,i,i,i,i,i,i,-8,i,i,i
COc1cc(/C=N/NC(=O)C(C)n2nnc3ccccc32)ccc1O (configuration not stated),i,i,i,i,i,i,i,-6,i,i,i
COc1ccccc1NC(=O)Nc1cccnc1,i,i,i,i,i,i,i,-6,i,i,i
O=C(O)C1=C[C@H](c2ccc(C(F)(F)F)cc2)C[C@H](OCCCCO)O1,i,i,i,i,i,i,i,-3,i,i,i
CCOc1cccc(-c2nnc(SCC(=O)Nc3cc(OC)cc(OC)c3)n2N)c1,i,i,i,i,i,i,i,-2,i,i,i
CC(C)CC(NC(N)=O)C(=O)OCC(=O)N(Cc1ccccc1)Cc1ccccc1 (configuration not stated),i,i,i,i,i,i,i,-4,i,i,i
Cc1c(N2C(=O)CSC2c2ccc([N+](=O)[O-])cc2)c(=O)n(-c2ccccc2)n1C (configuration not stated),i,i,i,i,i,i,i,-9,i,i,i
NC(=O)CC[C@@H]1NC(=O)[C@@H]2CCCN2C(=O)c2cc([N+](=O)[O-])cc(F)c2NCCC[C@@H](C(N)=O)NC1=O,i,i,i,i,i,i,i,-8,i,i,i
Cc1nn(Cc2ccc(F)cc2)c(C)c1NC(=O)c1cc2ncc(Br)cn2n1,i,i,i,i,i,i,i,-14,i,i,i
CC(C)CC1Nc2ncnc(N3CCOCC3)c2N(Cc2ccc(Br)cc2)C1=O (configuration not stated),i,i,i,i,i,i,i,-10,i,i,i
Cc1cccc(C2NC(c3cccc(C)c3)C(C)C(=O)C2C)c1 (configuration not stated),i,i,i,i,i,i,i,-12,i,i,i
COc1ccc2c(c1)c(C(=O)CN1CCN(C(=O)c3ccco3)CC1)c(C)n2C,i,i,i,i,i,i,i,-11,i,i,i
CCN(CC)CCCn1c(=S)[nH]c2cc(OC)c(OC)cc2c1=O,i,i,i,i,i,i,i,-8,i,i,i
Cc1ccc(S(=O)(=O)N(C)c2ccc3ccccc3c2)cc1,i,-9.4*,100*,i,i,i,i,-38,i,i,i
Cn1c(=O)c2c(SCC(=O)NCC3CCCO3)nc(-c3ccccc3Cl)nc2n(C)c1=O (configuration not stated),i,i,i,i,i,i,i,-6,i,i,i
O=C(N/N=C/c1ccccc1O)C1CCCC1,i,i,i,i,i,i,i,-8,i,i,i
Nc1cc(S(=O)(=O)Nc2ccc(Br)cc2)ccc1Cl,i,i,i,i,i,i,i,-18,i,i,i
COc1ccc(CCNC(=O)C2CCN(S(C)(=O)=O)CC2)cc1,i,i,i,i,i,i,i,-3,i,i,i
Cc1noc(C)c1C(=O)Nc1ccc(Cl)cc1C(F)(F)F,i,i,i,i,i,i,i,-7,i,i,i
Cc1ccccc1NC(=O)c1cccc(S(=O)(=O)Oc2ccc([N+](=O)[O-])cc2)c1,i,i,i,i,i,i,i,-6,i,i,i
C/C(=N\NC(=S)NCc1ccccc1)c1cccs1,i,i,i,i,i,i,i,-2,i,i,i
CSC1CCCCC1(O)CSc1nc2ccccc2o1 (configuration not stated),i,i,i,i,i,i,i,-7,i,i,i
Cc1ccc(C(=O)NCc2ccc3c(c2)OCO3)cc1C,i,i,i,i,i,i,i,-3,i,i,i
CC(C)C(=O)N1CCc2cc(-c3csc(N)n3)ccc21,i,i,i,i,i,i,i,-8,i,i,i
CCCN(C(=O)CSc1cc(-c2ccccc2)c2ccc(OC)cc2n1)C1CCS(=O)(=O)C1 (configuration not stated),i,i,i,i,-8.4*,i,i,-5,i,i,i
O=S(=O)(c1ccc(NCCc2c[nH]c3ccccc23)nc1)N1CCOCC1,i,i,i,i,i,i,i,-16,i,i,i
O=C(Nc1ccc([N+](=O)[O-])cn1)c1cccnc1,i,i,i,i,i,i,i,-1,i,i,i
Cc1ccc(C(C(=O)NC(C)(C)C)N(CCCN2CCOCC2)C(=O)c2ccc(-c3ccccc3)[nH]2)o1 (configuration not stated),i,i,i,i,i,i,i,-6,i,i,i
Cc1cc(S(=O)(=O)N2CCCCC2CCNC(=O)C(=O)NCc2cccnc2)ccc1F (configuration not stated),i,i,i,i,i,i,i,-15,i,i,i
COc1ccc(-n2c(SCC(=O)Nc3ccc(NC(C)=O)cc3)nc3ccccc3c2=O)cc1,i,i,i,i,i,i,i,-2,i,i,i
CCN(Cc1ccncc1)C(=O)c1ccc2c(c1)S(=O)(=O)c1ccccc1C2=O,i,i,i,i,i,i,i,-9,i,i,i
O=C(CCC(=O)OCC(=O)c1ccc(Cl)cc1)NC1CCCCC1,i,i,i,i,i,i,i,-11,i,i,i
CO/N=C\CC(=O)Nc1ccc(Cl)c(Cl)c1,i,i,i,i,i,i,i,-1,i,i,i
CCOC(=O)c1c(/N=C/C2=C(O)CC(C)(C)CC2=O)sc(C(C)=O)c1C,i,i,i,i,i,i,i,-12,i,i,i
COc1cccc(N2CCN(C(=O)c3cc4ccc(OC)cc4[nH]3)CC2)c1,i,i,i,i,i,i,i,-2,i,i,i
# Continued:
SMILES,KCNQ1 inh,KCNK3 inh,ANO1 block,RGS4 pot,KCNK9 block,MrgX1 agonist,MrgX1 allo act,hERG rescue,RGS4 inh,KCNQ1 pot,TMEM16A act
COc1ccccc1NC(=O)/C(=C\c1cccs1)NC(=O)c1ccco1,i,i,i,i,i,i,i,-12,i,i,i
CCOc1ccccc1OCCCCN1CCCC1,i,i,i,i,i,i,i,-3,i,i,i
Cc1cc(NS(=O)(=O)c2ccc(NC(=O)/C=C/c3ccco3)cc2)nc(C)n1,i,i,i,i,i,i,i,-11,i,i,i
COc1cc(NC(=O)c2cc(C)nc3ccccc23)cc(OC)c1OC,i,i,i,i,i,i,i,-15,i,i,i
Cc1nc2ccc(NC(=O)NCCO)cc2s1,i,i,i,i,i,i,i,-6,i,i,i
O=C(CS(=O)(=O)Cc1ccccc1)N1CCN(c2ccccc2F)CC1,i,i,i,i,i,i,i,-4,i,i,i
CCC(=O)Nc1nnc(SCCOC)s1,i,i,25*,i,i,i,i,-4,i,i,i
COc1cc(NC(=O)CN2C(=O)c3ccccc3Sc3ccc(C(=O)N4CCOCC4)cc32)cc(OC)c1OC,i,i,i,i,i,i,i,-8,i,i,i

# Compounds were not picked by outcome; 6.3% or so of the library scored in one or more.
